STAT1 inh – STAT1 signaling inhibition | NIH 3T3 STAT1-luciferase reporter, IFN-gamma, luminescence | inhibition, % at 5.5 µM | hit rate 0.35% among 200,000;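 active = inhibition above a set limit, the mean inhibition across all tested compounds plus 3 SD, cut at about 34% in these data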;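 also: 0% = IFN-gamma with DMSO and 100% = IFN-gamma with 300 µM nifuroxazide; values of inactives mirror those of a sister screen read the other way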
bIAP activator – increases bovine intestinal alkaline phosphatase activity. purified bovine IAP, CDP-star luminescence, 30 min; active compounds read high; fold of DMSO-control signal, blank-subtracted. hit rate 0.17% among 200,000. activation factor at 20 µM. AID 1016;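 active = activation factor of 2 or more at 20 µM, a signal rise over negative controls twice the positive control's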
PPARg SRC1 recr – agonists of human PPARgamma SRC-1 coactivator recruitment. P37231. PPARgamma-SRC-1 coactivator recruitment biochemical assay. activation, % at 8 µM. hit rate 0.41% among 200,000; in the data active = activation above about 19%;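 also: 0% = DMSO and 100% = reference agonist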
Target sequence (P37231 whole entry, looked up): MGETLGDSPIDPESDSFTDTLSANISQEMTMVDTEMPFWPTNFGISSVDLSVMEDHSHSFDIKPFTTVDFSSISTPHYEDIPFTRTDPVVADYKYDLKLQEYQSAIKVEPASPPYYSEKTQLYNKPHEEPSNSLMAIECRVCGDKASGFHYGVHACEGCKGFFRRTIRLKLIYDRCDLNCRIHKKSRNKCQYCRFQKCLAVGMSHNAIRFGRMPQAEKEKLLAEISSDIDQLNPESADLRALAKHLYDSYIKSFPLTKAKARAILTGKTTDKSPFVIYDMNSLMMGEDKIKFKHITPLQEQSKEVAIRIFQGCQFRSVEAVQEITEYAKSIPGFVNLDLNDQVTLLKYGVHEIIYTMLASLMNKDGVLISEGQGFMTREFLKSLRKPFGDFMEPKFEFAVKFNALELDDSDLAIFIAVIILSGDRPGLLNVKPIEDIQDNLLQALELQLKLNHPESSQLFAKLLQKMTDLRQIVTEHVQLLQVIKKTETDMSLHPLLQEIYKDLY
PPARg SRC3 recr – promotes SRC-3 coactivator recruitment by human PPARgamma. biochemical PPARgamma/SRC-3 coactivator recruitment assay. P37231. hit rate 0.26% among 200,000. activation, % at 8 µM. AID 731; in the data active = activation above about 23%;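 also: 0% = DMSO and 100% = reference agonist; some compounds past the cut are filed as inactive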
STAT3 inh – STAT3 signaling inhibition. AID 862. U3A cells, IL-6 STAT3-luciferase reporter, luminescence; host cell line lacks STAT1. hit rate 0.89% among 190,000. inhibition, % at 5.5 µM;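 active = inhibition above the mean inhibition across all screened compounds plus 3 SD, cut at about 44% in these data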;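 also: 0% = DMSO only wells and 100% = 100 µM nifuroxazide control wells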
STAT3 act – STAT3 signaling activation; hit rate 0.91% among 190,000; AID 871; activation (% of control), % at 5.6 µM; U3A cells, IL-6 STAT3-luciferase reporter, luminescence; 100% = signal with IL-6 EC80 alone;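 active = activation above the screen-wide mean of compound activation plus 3 SD, cut at about 130% in these data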;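 also: 0% = background luminescence of wells with medium and substrate only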
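Material: STAT3-luciferase reporter U3A cells. Controls: IL-6-treated wells, 100% activation. Read-out: % activation versus median of IL-6-stimulated wells. Probe or stimulus: IL-6 stimulus at 33 ng/mL final. Timing: compound 1 h, then IL-6 6 h at 37 °C. Signal: reporter luminescence signal.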
bIAP inh – intestinal alkaline phosphatase (bovine) inhibition. inhibition, % at 20 µM. AID 1019. 190,000 tested, under 10 active. purified bovine IAP, CDP-star luminescence, 30 min;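 active = over 50% inhibition of intestinal alkaline phosphatase at 20 µM in the single-dose screen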
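test system = bovine IAP enzyme | medium = DEA buffer 100 mM, pH 9.8, with MgCl2 1.0 mM, ZnCl2 0.02 mM | detection = luminescence | dosing = single compound dose of 20 µM, 2% DMSO final | incubation = 30 min reaction at room temperature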
PPARg SRC2 recr – promotes SRC-2 coactivator recruitment by human PPARgamma. P37231. PPARgamma LBD-SRC-2 recruitment, biochemical. activation, % at 8 µM. hit rate 0.34% among 200,000; in the data active = activation above about 22%;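 also: 0% = vehicle and 100% = reference agonist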
ROMK mod – modulators of human ROMK potassium channel. Tet-inducible ROMK, thallium flux fluorescence; actives lie on both sides. P48048. hit rate 2% among 130,000. AID 1918. B-score at 10 µM;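 active = signal ratio slope over the read window, or its plate-corrected B-score, at least 3 SD from the plate mean, either direction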;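 also: B-score of the F/F0 ratio slope over 7 to 12 s after thallium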
Target sequence (P48048 whole entry, looked up): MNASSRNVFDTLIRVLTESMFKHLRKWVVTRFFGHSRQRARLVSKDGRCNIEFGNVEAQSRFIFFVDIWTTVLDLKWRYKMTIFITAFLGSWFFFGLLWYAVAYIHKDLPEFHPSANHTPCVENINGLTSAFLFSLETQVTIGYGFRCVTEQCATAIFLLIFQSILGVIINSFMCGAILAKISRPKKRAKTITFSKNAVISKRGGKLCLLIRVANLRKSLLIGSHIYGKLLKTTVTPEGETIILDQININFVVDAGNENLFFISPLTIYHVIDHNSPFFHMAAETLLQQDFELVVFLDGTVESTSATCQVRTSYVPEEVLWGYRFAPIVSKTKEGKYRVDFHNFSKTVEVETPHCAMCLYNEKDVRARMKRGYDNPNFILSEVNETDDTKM
TNAP act hi DEA – TNAP (human) activation, high acceptor; purified TNAP, CDP-star luminescence, 1 M DEA, 30 min; active compounds read high; 0 = EDTA background, 1 = DMSO-only activity; activation factor at 20 µM; 200,000 tested, under 10 active; AID 1136;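 active = activation factor at least 2 at 20 µM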
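system = human TNAP | amount = enzyme diluted 1/800 final | reagent = 100 µM CDP-star substrate | signal = luminescent substrate turnover signal | dosing = one dose, 20 µM | benchmarks = EDTA negative control, DMSO positive control | measure = activation factor | timing = 30 min reaction, room temperature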
SRC2 TRFRET art – flags TR-FRET format artefacts in PPARgamma SRC-2 recruitment agonist screen | TR-FRET artefact counter-screen; active compounds read high | TR-FRET ratio at 8 µM | hit rate 0.4% among 200,000 | AID 1049; in the data active = TR-FRET ratio above about 2000; also: inactives centre near 1500
An asterisk follows results filed as active.

Screening BrC(/C=N/Nc1nc(N2CCOCC2)nc(N2CCOCC2)n1)=C/c1ccccc1 returned STAT1 inh 17.1, bIAP activator 1.1, PPARg SRC1 recr -1.2, PPARg SRC3 recr 8.7, STAT3 inh 1.1, STAT3 act 109.0, bIAP inh -9.1, PPARg SRC2 recr 2.5, TNAP act hi DEA 1 and SRC2 TRFRET art 1533.
Screening CC(=O)NS(=O)(=O)c1ccc(NC(=O)C(Sc2ccccc2)c2ccccc2)cc1 (centres undefined) returned STAT1 inh 4.1, bIAP activator 0.9, PPARg SRC1 recr 3.8, PPARg SRC3 recr 1.4, STAT3 inh 6.6, STAT3 act 102.5, bIAP inh 7.1, PPARg SRC2 recr 6.0, TNAP act hi DEA 1 and SRC2 TRFRET art 1658.
Screening Cc1ccc(/C=C2/CCc3c([nH]c4ccccc34)C2=O)cc1 returned STAT1 inh -68.2, bIAP activator 0.8, PPARg SRC1 recr 14.3, PPARg SRC3 recr 2.2, STAT3 inh 12.0, STAT3 act 98.4, bIAP inh 15.6, PPARg SRC2 recr 1.6, TNAP act hi DEA 1 and SRC2 TRFRET art 1478.
Screening O=C(NCc1ccccc1)c1cc(S(=O)(=O)N2CCCCC2)ccc1N1CCOCC1 returned STAT1 inh -1.8, bIAP activator 1, PPARg SRC1 recr 1.5, PPARg SRC3 recr -1.7, STAT3 inh -6.6, STAT3 act 106.4, bIAP inh -3.2, PPARg SRC2 recr -0.3, ROMK mod 0.0688, TNAP act hi DEA 1.1 and SRC2 TRFRET art 1523.
O=C(O)c1cccc(NC(CNS(=O)(=O)c2ccc(Cl)cc2)c2ccccc2)c1 (centres undefined) was read as STAT1 inh -3.2, bIAP activator 1.2, PPARg SRC1 recr 1.1, PPARg SRC3 recr 7.3, STAT3 inh 2.1, STAT3 act 100.2, bIAP inh -23.8, PPARg SRC2 recr 10.8, ROMK mod -0.123, TNAP act hi DEA 1 and SRC2 TRFRET art 1566.
For COc1cc(O)oc1C=Nc1ccc(Oc2ccccc2)cc1 the results were STAT1 inh -14.7, bIAP activator 0.9, PPARg SRC1 recr 0.2, PPARg SRC3 recr 13.9, STAT3 inh 30.5, STAT3 act 80.2, bIAP inh 8.1, PPARg SRC2 recr -2.3, ROMK mod -0.101, TNAP act hi DEA 1 and SRC2 TRFRET art 1566.
Cc1ccc(-c2cc(C(=O)Nc3ccc(S(=O)(=O)Nc4cc(C)on4)cc3)c3ccccc3n2)c(C)c1 was read as STAT1 inh -10.2, bIAP activator 0.9, PPARg SRC1 recr -4.8, PPARg SRC3 recr -0.4, STAT3 inh 1.3, STAT3 act 105.5, bIAP inh 6.3, PPARg SRC2 recr -7.8, ROMK mod 1.92, TNAP act hi DEA 1 and SRC2 TRFRET art 1471.
`O=C(NCc1ccccc1)C1CCCN(S(=O)(=O)c2cccc3nonc23)C1` (centres undefined) gave STAT1 inh 2.6, bIAP activator 0.9, PPARg SRC1 recr 2.1, PPARg SRC3 recr -0.1, STAT3 inh 16.4, STAT3 act 92.4, bIAP inh 12.3, PPARg SRC2 recr 4.8, ROMK mod -1.43, TNAP act hi DEA 1 and SRC2 TRFRET art 1257.
`CCn1c(Cc2ccccc2)nnc1SCC(=O)Nc1cc(C)on1` gave STAT1 inh 12.6, bIAP activator 1, PPARg SRC1 recr -1.1, PPARg SRC3 recr -1.5, STAT3 inh -0.4, STAT3 act 103.8, bIAP inh 2.0, PPARg SRC2 recr 7.5, TNAP act hi DEA 1.1 and SRC2 TRFRET art 1481.
For COc1cc2nc(=S)n(CCCN3CCOCC3)c(N)c2cc1OC the results were STAT1 inh -0.8, bIAP activator 1.1, PPARg SRC1 recr 6.8, PPARg SRC3 recr 5.9, STAT3 inh -4.2, STAT3 act 104.0, bIAP inh -5.3, PPARg SRC2 recr 15.4, ROMK mod 0.353, TNAP act hi DEA 1.1 and SRC2 TRFRET art 1671.
Screening Cc1ccc(Oc2ncnc(N)c2[N+](=O)[O-])cc1 returned STAT1 inh 8.6, bIAP activator 1.1, PPARg SRC1 recr 7.9, PPARg SRC3 recr 5.2, STAT3 inh 4.4, STAT3 act 100.4, bIAP inh -10.2, PPARg SRC2 recr 4.7, ROMK mod -0.684, TNAP act hi DEA 1 and SRC2 TRFRET art 1459.
Cc1cc(NS(=O)(=O)c2ccc(NC(=O)CCc3ccccc3)cc2)no1 was read as STAT1 inh -5.5, bIAP activator 0.9, PPARg SRC1 recr 2.9, PPARg SRC3 recr -5.8, STAT3 inh 3.8, STAT3 act 102.0, bIAP inh 7.3, PPARg SRC2 recr -1.1, TNAP act hi DEA 1.1 and SRC2 TRFRET art 1460.
CCOc1ccc(NC(=O)CCC(=O)OC)cc1 was read as STAT1 inh 4.9, bIAP activator 1, PPARg SRC1 recr 3.2, PPARg SRC3 recr 0.6, STAT3 inh 1.7, STAT3 act 105.1, bIAP inh 2.8, PPARg SRC2 recr 2.8, ROMK mod 0.866, TNAP act hi DEA 1 and SRC2 TRFRET art 1510.
For COc1ccc(N2C(=O)NC3CC2(C)Oc2ccc(Cl)cc23)cc1OC (centres undefined) the results were STAT1 inh -1.0, bIAP activator 0.9, PPARg SRC1 recr 7.5, PPARg SRC3 recr -3.5, STAT3 inh -0.4, STAT3 act 102.9, bIAP inh 7.6, PPARg SRC2 recr 5.8, ROMK mod 2.13, TNAP act hi DEA 1 and SRC2 TRFRET art 1492.
Cn1nnnc1SCCNCC#Cc1ccccc1 was read as STAT1 inh 3.2, bIAP activator 1, PPARg SRC1 recr 13.0, PPARg SRC3 recr 2.0, STAT3 inh 9.2, STAT3 act 95.5, bIAP inh 2.7, PPARg SRC2 recr 4.3, ROMK mod -0.0196, TNAP act hi DEA 1.1 and SRC2 TRFRET art 1619.
COc1ccccc1CNC(=O)c1ccc(OC(F)F)c(OC)c1 was read as STAT1 inh -2.1, bIAP activator 1, PPARg SRC1 recr -1.2, PPARg SRC3 recr -2.2, STAT3 inh -12.4, STAT3 act 106.4, bIAP inh 4.9, PPARg SRC2 recr 0.8, TNAP act hi DEA 1 and SRC2 TRFRET art 1410.
For Cc1onc(-c2ccccc2Cl)c1C(=O)N1CCc2ccccc21 the results were STAT1 inh 5.1, bIAP activator 1, PPARg SRC1 recr 6.9, PPARg SRC3 recr -4.1, STAT3 inh -5.3, STAT3 act 107.7, bIAP inh 3.3, PPARg SRC2 recr 1.8, TNAP act hi DEA 1 and SRC2 TRFRET art 1594.
Screening COc1cc(-c2nnc(SCC(=O)c3ccccc3)o2)cc(OC)c1OC returned STAT1 inh -3.9, bIAP activator 1, PPARg SRC1 recr 6.6, PPARg SRC3 recr 2.8, STAT3 inh -1.3, STAT3 act 102.7, bIAP inh 1.3, PPARg SRC2 recr 10.1, ROMK mod 0.275, TNAP act hi DEA 1 and SRC2 TRFRET art 1595.
CC(c1ccccc1C(O)c1ccccc1)N(C)C (centres undefined) was read as STAT1 inh 1.4, bIAP activator 1, PPARg SRC1 recr 0.2, PPARg SRC3 recr 0.9, STAT3 inh 22.9, STAT3 act 86.8, bIAP inh 2.6, PPARg SRC2 recr 13.3, ROMK mod -0.00108, TNAP act hi DEA 1 and SRC2 TRFRET art 1611.
For Cc1sc(NC(=O)c2ccco2)c(C(Nc2ccccn2)c2ccccc2)c1C (centres undefined) the results were STAT1 inh -7.7, bIAP activator 1, PPARg SRC1 recr 8.8, PPARg SRC3 recr -2.5, STAT3 inh -10.4, STAT3 act 104.2, bIAP inh -3.7, PPARg SRC2 recr -5.0, TNAP act hi DEA 1 and SRC2 TRFRET art 1667.
Screening Cn1cnnc1Sc1ccc(C(=O)OCC(=O)Nc2cc(Cl)cc(Cl)c2)cc1[N+](=O)[O-] returned STAT1 inh -2.3, bIAP activator 0.9, PPARg SRC1 recr 8.2, PPARg SRC3 recr 0.7, STAT3 inh 7.3, STAT3 act 96.2, bIAP inh 11.9, PPARg SRC2 recr 7.2, TNAP act hi DEA 1 and SRC2 TRFRET art 1792.
`COCCN1Cc2cccc(C(=O)NC3CCCCCC3)c2C1=O` gave STAT1 inh 4.5, bIAP activator 0.8, PPARg SRC1 recr 2.3, PPARg SRC3 recr 3.4, STAT3 inh 7.7, STAT3 act 100.7, bIAP inh 17.9, PPARg SRC2 recr 14.3, ROMK mod 0.0278, TNAP act hi DEA 1 and SRC2 TRFRET art 1538.
Screening Cc1ccc(C(=O)NCc2nnc(SCC(=O)NC(C)c3ccccc3)n2C)cc1 (centres undefined) returned STAT1 inh -9.4, bIAP activator 1.3, PPARg SRC1 recr -3.9, PPARg SRC3 recr -1.7, STAT3 inh -9.4, STAT3 act 110.0, bIAP inh -31.9, PPARg SRC2 recr 5.3, ROMK mod -0.109, TNAP act hi DEA 1 and SRC2 TRFRET art 1722.
For CCCCCC(=O)NNC(=S)NC(=O)c1ccc([N+](=O)[O-])cc1 the results were STAT1 inh 3.6, bIAP activator 1.3, PPARg SRC1 recr 0.7, PPARg SRC3 recr 2.1, STAT3 inh 10.4, STAT3 act 98.2, bIAP inh -31.8, PPARg SRC2 recr 0.9, ROMK mod 0.292, TNAP act hi DEA 1 and SRC2 TRFRET art 1577.
For COc1ccc(NC(=O)CS(=O)CC(=O)NCc2cccc(C(F)(F)F)c2)cc1 (centres undefined) the results were STAT1 inh 0.3, bIAP activator 1, PPARg SRC1 recr 1.8, PPARg SRC3 recr 2.0, STAT3 inh 6.3, STAT3 act 98.0, bIAP inh 3.6, PPARg SRC2 recr 1.8, ROMK mod -1.25, TNAP act hi DEA 1.1 and SRC2 TRFRET art 1491.
For CC1CN(c2oc(-c3ccco3)nc2S(=O)(=O)c2ccccc2)CC(C)O1 (centres undefined) the results were STAT1 inh -0.4, bIAP activator 1, PPARg SRC1 recr 10.2, PPARg SRC3 recr -1.8, STAT3 inh 10.3, STAT3 act 96.5, bIAP inh 3.9, PPARg SRC2 recr 0.2, ROMK mod -1.83, TNAP act hi DEA 1 and SRC2 TRFRET art 1481.
COc1ccc(N2CCN(C(=O)c3ccc(CNc4c(N5CCOCC5)c(=O)c4=O)cc3)CC2)cc1 was read as STAT1 inh -6.1, PPARg SRC1 recr 4.6, PPARg SRC3 recr 6.6, STAT3 inh -4.5, STAT3 act 107.6, PPARg SRC2 recr -2.1 and SRC2 TRFRET art 1581.
`CC(C(=O)NCc1ccccc1)N1C(=O)C2CC=C(Cl)CC2C1=O` (centres undefined) gave STAT1 inh 8.7, bIAP activator 0.9, PPARg SRC1 recr 1.0, PPARg SRC3 recr -6.0, STAT3 inh 4.3, STAT3 act 99.9, bIAP inh 12.3, PPARg SRC2 recr -3.7, TNAP act hi DEA 1.1 and SRC2 TRFRET art 1505.

Rows were taken by chance. Share with any hit: about 3.7%.
